NadD block: inhibitors of Staphylococcus aureus NadD; purified NadD enzyme, colorimetric absorbance read-out; 0.78% of 360,000 active; inhibition, % at 20 µM; in the data active = inhibition above about 26%; note: some compounds past the cut are filed as inactive
STEP block: blocks human striatal-enriched tyrosine phosphatase. P54829. recombinant STEP, OMFP fluorogenic substrate, fluorescence. inhibition, % at 20 µM. 0.25% of 360,000 active. AID 588621;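 active = inhibition at 20 µM, scaled per plate between control wells, above about 37%, limit read from the data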;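 note: 0% = DMSO with enzyme and substrate and 100% = substrate only without enzyme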
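System: STEP phosphatase, cell-free reaction; Buffer or medium: Bis-Tris pH 6.0 buffer with DTT, detergent; Incubation: 20 min at room temperature, dark; Measured by: fluorescence, 480/540 nm.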
Rpn11 inh: inhibitors of human proteasome Rpn11; O00487; human 26S proteasome, Ub4-pepOG fluorescence polarization; 20S core pre-blocked with epoxomicin; calls only at 20 µM; 0.59% of 360,000 active; AID 588493;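 active = inhibition at 20 µM, scaled to each plate's controls, above about 33%, limit read from the data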
LMPTP inh: blocks human LMPTP phosphatase. P24666. recombinant LMPTP-A, OMFP fluorogenic substrate, fluorescence intensity. inhibition, % at 20 µM. 0.22% of 360,000 active;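 active = compounds that cut the enzyme signal by at least half of the control window in the single-dose screen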;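 note: plate controls were DMSO wells with enzyme plus substrate for no effect and substrate without enzyme for full effect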
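Test system: LMPTP-A phosphatase enzyme. Amount: LMPTP-A at 0.625 nM final in the reaction. Reagent: OMFP substrate, 400 µM final. Times: 50 min at room temperature. Signal: endpoint fluorescence intensity from OMFP dephosphorylation. Read-out basis: % inhibition. Benchmarks: no-enzyme and uninhibited controls.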
Scp1 inh: Scp-1 (human) phosphatase inhibition; Q9GZU7; Recombinant Scp1, phosphopeptide, malachite green phosphate absorbance; inhibition, % at 20 µM; 0.88% of 340,000 active; AID 493091;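 active = inhibition above about 50% at 20 µM, limit read from the data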;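 note: plate controls were DMSO wells with enzyme for no effect and wells lacking enzyme for full effect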
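Times: enzyme reaction 45 min at room temperature, colour 5 min, stabilisation 30 min. Material: SCP-1 catalytic fragment, aa 76-261. Medium: Acidic Tris acetate buffer with magnesium and detergent. Signal: colorimetric free-phosphate detection, absorbance 630 nm. Read-out basis: % inhibition of SCP-1 phosphate liberation. Reagent: Phosphorylated 17-residue peptide substrate.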
DNMT1 block: inhibitors of human DNMT1; P26358; DNMT1 molecular beacon, Hinp1I cleavage, fluorescence; inhibition (reported as % activation of signal), % at 10 µM; 0.83% of 360,000 active; in the data active = inhibition above about 50%
Target sequence (P26358 504-1616 limits assumed): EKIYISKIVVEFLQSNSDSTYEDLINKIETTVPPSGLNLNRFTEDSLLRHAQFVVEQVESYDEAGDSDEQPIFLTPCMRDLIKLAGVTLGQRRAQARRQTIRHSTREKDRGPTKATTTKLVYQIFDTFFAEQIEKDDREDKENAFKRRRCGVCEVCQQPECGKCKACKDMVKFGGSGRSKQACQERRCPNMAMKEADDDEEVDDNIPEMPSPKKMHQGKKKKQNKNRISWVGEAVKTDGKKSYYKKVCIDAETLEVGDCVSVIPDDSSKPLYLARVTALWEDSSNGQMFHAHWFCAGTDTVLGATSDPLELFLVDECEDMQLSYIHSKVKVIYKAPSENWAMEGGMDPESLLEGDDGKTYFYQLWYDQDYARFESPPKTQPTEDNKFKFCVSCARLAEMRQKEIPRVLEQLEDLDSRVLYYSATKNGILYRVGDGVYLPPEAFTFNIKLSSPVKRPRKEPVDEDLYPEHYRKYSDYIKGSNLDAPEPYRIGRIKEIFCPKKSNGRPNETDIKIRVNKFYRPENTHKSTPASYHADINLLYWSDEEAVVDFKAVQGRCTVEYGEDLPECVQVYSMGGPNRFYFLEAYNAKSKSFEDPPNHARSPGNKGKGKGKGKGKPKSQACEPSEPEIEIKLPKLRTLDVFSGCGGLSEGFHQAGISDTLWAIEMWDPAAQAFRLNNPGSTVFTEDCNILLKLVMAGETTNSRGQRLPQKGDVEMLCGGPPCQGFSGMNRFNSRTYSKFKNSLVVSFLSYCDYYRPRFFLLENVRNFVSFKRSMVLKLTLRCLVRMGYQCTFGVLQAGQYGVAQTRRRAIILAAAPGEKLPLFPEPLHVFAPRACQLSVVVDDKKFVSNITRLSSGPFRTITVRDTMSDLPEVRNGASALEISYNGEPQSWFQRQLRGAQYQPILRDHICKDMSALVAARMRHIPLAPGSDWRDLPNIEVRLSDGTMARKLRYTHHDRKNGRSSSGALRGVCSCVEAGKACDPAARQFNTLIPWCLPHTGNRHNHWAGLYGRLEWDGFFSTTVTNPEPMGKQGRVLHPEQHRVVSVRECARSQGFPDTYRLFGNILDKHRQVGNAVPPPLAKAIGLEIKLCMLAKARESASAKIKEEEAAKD
Tb MetRS inh: Trypanosoma brucei MetRS inhibition. purified T. brucei MetRS, ATP depletion, Kinase-Glo luminescence. inhibition, % at 11.9 µM. 0.4% of 360,000 active;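 active = inhibition above a per-plate cutoff of the control wells' mean inhibition plus 3 SD, cut at about 5.5% in these data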;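 note: 0% = DMSO wells median and 100% = median of wells with control inhibitor compound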
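Material – parasite MetRS enzyme · Medium – HEPES-MgCl2-KCl buffer plus DTT, spermine, BSA, pyrophosphatase · Reagent – ATP, methionine and E. coli bulk tRNA substrates · Times – 15 min enzyme-compound preincubation, 2 h reaction, 10 min detection, 25 °C · Measured by – luminescence of leftover ATP · Evaluation – percent inhibition relative to median high and low control wells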
MsrA inh: bovine MsrA inhibition | inhibition, % at 15.5 µM | 0.75% of 360,000 active | AID 651718 | purified bovine MsrA, absorbance read-out; in the data active = inhibition above about 4.5%;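 note: 0% = vehicle wells with enzyme and 100% = reference inhibitor wells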
SUMO1-SIM PPI: SUMO1-SIM interaction modulation; P63165; SUMO1 binding to a labelled peptide, TR-FRET, 1 h; inhibition, % at 20 µM; 0.33% of 360,000 active; AID 602429; in the data active = inhibition above about 37%
CSN inh: CSN deneddylation inhibition; Purified CSN, SCF-Nedd8-OG deneddylation, fluorescence polarization; inhibition, % at 12.5 µM; Q92905; 0.38% of 360,000 active;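 active = pattern-corrected inhibition above about 35%, with an unprinted fluorescence ratio check between 0.5 and 1.5, limit read from the data, passing the limit was not always enough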;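 note: 0% = enzyme with substrate and 100% = substrate without enzyme; some results filed as inactive read as strong as hits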
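Schedule: reaction 90 min, room temperature / Assay system: HEK293T-derived human Csn5 enzyme / Input: Csn5 at 0.24 nM final / Measure: inhibition of Csn5 cleavage, % / Control set: substrate-only high control, full reaction low control / Technique: fluorescence polarization of the substrate / Buffer or medium: Tris/NaCl/DTT buffer, pH 7.5 / Reagent: SCFSkp2-Nedd8OG substrate at 10 nM final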
* hit, by the source's call; i = inactive; . = not tested or not shown.

SMILES	NadD block	STEP block	Rpn11 inh	LMPTP inh	Scp1 inh	DNMT1 block	Tb MetRS inh	MsrA inh	SUMO1-SIM PPI	CSN inh
CCOC(=O)N1CCN(C(=O)C(C)N(c2ccccc2)S(C)(=O)=O)CC1 (stereo not drawn)	3	-3	i	-0.5	-6	0	-0.3	-0.8	-2	12
O=C1/C(=C/c2ccccn2)SC(=S)N1c1ccc(O)cc1	0	-1	i	-0.8	-20	-2	-0.1	1.6	-18	-2
CCCCc1c(-c2ccc(Cl)cc2)ncn1CCc1ccccc1OC	9	.	.	7.1	.	.	-0.8	0.3	7	4
Cc1nc(CN(C)Cc2nc(Cc3cccc(F)c3)no2)cs1	-5	-3	i	-0.7	-12	1	-0.6	0.1	-1	-3
COc1ccc(CNS(=O)(=O)c2ccc3c(c2)C(C)(C)C(=O)N3C)cc1	-4	2	i	-0.7	3	4	0.2	1.1	-3	1
Cc1ccc(-c2c(C#N)c(N)nc3c2CCCCC3)cc1	5	2	i	-1.2	-5	4	-0.4	-0.6	-1	0
O=CNc1ccc(OC(=O)c2cncc(Br)c2)cc1	-1	1	i	-0.7	-7	-2	-0.5	0.1	-5	0
O=C(Nc1ccccc1)OCCc1ccccc1	2	2	i	-1.0	.	-2	-1.5	.	-1	-2
Cc1ccc2c(CN3C(=O)NC(C)(c4ccc5c(c4)OCO5)C3=O)cc(=O)oc2c1 (stereo not drawn)	-2	0	i	-1.0	15	-2	-0.5	2.1	-5	7
Cc1cc(CN(C)C(=O)c2ccc(OC3CCN(CCc4ccccc4)CC3)cc2)on1	-2	0	i	-0.4	-10	-1	0.4	-1.0	5	4
CCOC(=O)Cc1csc(NC(=O)CN2CCN(c3ccccc3)CC2)n1	2	-2	i	0.0	-5	3	-1.1	-1.7	5	-3
Nc1ncnc(Nc2ccccc2C(F)(F)F)n1	4	0	i	0.3	12	0	-0.5	0.5	0	1
CCOC(=O)N1CCN(C(=S)Nc2cc(OC)c(OC)cc2C(=O)OC)CC1	4	-2	i	-0.3	-8	-4	-0.3	-0.1	-1	-1
Cc1ccccc1OCc1nnc(SCc2cc(=O)[nH]c3ccccc23)o1	2	-1	i	1.8	0	-1	-1.4	-0.8	-2	4
CC12CC(c3ccccc3O1)C(C(=O)NCc1ccccc1)C(=O)N2 (stereo not drawn)	-5	0	i	-0.8	-7	0	-0.3	0.0	-3	0
Cc1ccc2c(c1)c(/C=C/c1cc[n+](C)cc1)c(C)n2C	21	-19	.	13	54*	23	-0.6	-1.0	-269	69
COc1cccc(NC(=S)N2CCN(C/C=C/c3ccccc3)CC2)c1	0	2	i	-0.9	2	8	0.2	0.5	2	-1
O=C(CCN1C(=O)C2C3C=CC(C3)C2C1=O)NCCN1CCCc2ccccc21 (stereo not drawn)	3	-3	i	-0.3	-3	1	-1.0	0.7	-3	-1
O=C(COC(=O)C1C2CC3OC(=O)C1C3C2)Nc1cccc(Cl)c1 (stereo not drawn)	-3	-3	i	-0.9	-1	-1	0.3	0.7	5	2
C/C(=N\NC(=O)c1ccc(Cl)cc1)c1ccc(N2CCOCC2)cc1	-1	0	i	-1.2	-2	-3	-1.2	2.1	-3	-11

Three compounds from above, sorted by the value under NadD block, lowest first.
molecule	NadD block
COc1ccc(CNS(=O)(=O)c2ccc3c(c2)C(C)(C)C(=O)N3C)cc1	-4
C/C(=N\NC(=O)c1ccc(Cl)cc1)c1ccc(N2CCOCC2)cc1	-1
CCCCc1c(-c2ccc(Cl)cc2)ncn1CCc1ccccc1OC	9

Going on with the list.
SMILES	NadD block	STEP block	Rpn11 inh	LMPTP inh	Scp1 inh	DNMT1 block	Tb MetRS inh	MsrA inh	SUMO1-SIM PPI	CSN inh
CC(C)c1ccc(NC(=O)[C@@H](NC(=O)N2CC(=O)Nc3ccccc32)C(C)C)cc1	8	0	i	0.8	-5	-1	0.5	-0.4	1	1
Cc1ccc(S(=O)(=O)N(C)C)cc1NC(=S)N1CCN(Cc2ccc3c(c2)OCO3)CC1	-8	-1	i	0.7	-11	-1	-0.6	1.3	-4	0
O=C(CCNC(=O)Cn1ccc2ccccc2c1=O)NCCCN1CCOCC1	-10	2	i	-3.3	-3	-3	-0.6	2.6	-5	3
O=C(CCc1nc(-c2ccccc2)no1)NC1CCCCCC1	2	-1	i	-0.7	-5	1	-0.2	2.3	0	-2
S=c1[nH]nc(-c2cccc(Br)c2)o1	7	-5	i	-1.2	-1	1	0.1	3.0	2	0
COc1ccc(N2CCN(C(=O)CNC(=O)c3ccc(C(C)(C)C)cc3)CC2)cc1	-2	-2	i	0.1	-1	-2	-2.2	-0.9	7	-6
Nc1ncnc2c1ncn2[C@@H]1O[C@H](CNC(=O)[C@@H]2CCCN2S(=O)(=O)c2ccc(F)cc2)[C@@H](O)[C@H]1O	1	-1	i	0.1	7	-1	-0.6	-0.7	7	1
COc1ccc(CCNC(=O)COc2cccc(-n3cnnn3)c2)cc1	-4	-1	i	-0.6	0	2	-0.4	-1.4	-5	-6
Cc1cc(OC(C)C(=O)NC(Cc2c[nH]c3ccc(O)cc23)C(=O)O)c2c(C)cc(=O)oc2c1 (stereo not drawn)	5	1	i	-0.2	15	-3	2.8	1.1	0	-2
O=C1C(Cc2c[nH]c3ccccc23)NC(=S)N1Cc1ccccc1 (stereo not drawn)	-9	2	i	-1.3	-3	-4	0.1	-0.2	-1	-17
O=C(NCc1cccnc1)/C(=C\c1ccc(-c2cccc(Cl)c2)o1)S(=O)(=O)c1ccccc1	0	1	i	-8.1	6	3	-0.3	1.4	-3	5
COc1ccc(-n2nc([N+](=O)[O-])c(=NCCc3ccc(OC)c(OC)c3)n2O)cc1	-4	-2	i	-0.4	-2	3	0.6	1.4	-28	1
CCn1cnc2cc(NC(=O)c3cccs3)ccc21	2	3	i	0.1	10	0	-0.7	0.6	-1	5
CCOC(=O)CN1C(=O)CSc2ccccc21	14	1	i	-0.3	-2	2	-0.4	-0.4	-3	-1
Cc1ccc(NC(=S)NNC(=O)Nc2ccccc2)cc1	4	-2	i	3.6	-7	-3	1.1	-0.5	0	-5
CN(C)c1ccc(C(=O)OCC(=O)c2ccc[nH]2)cc1	3	0	i	3.0	2	-3	0.1	3.1	-3	2
Cc1ccccc1CSc1nc2ccccc2c(=O)n1C	-2	1	i	2.9	-8	0	-0.1	-0.2	0	2
Nc1nnc(SCC(=O)N2CCN(Cc3ccccc3)CC2)s1	12	8	i	-0.4	10	2	-0.9	1.2	2	2
O=C(c1cccs1)N1CCN(c2ccc([N+](=O)[O-])cc2F)CC1	-6	2	i	-1.6	-10	1	0.9	0.3	-33	0
CCOC(=O)/C(=N/Nc1ccc(Br)cc1)N1CC(C)OC(C)C1 (stereo not drawn)	1	-1	i	-1.2	19	6	-0.4	0.2	-5	3
COc1ccc(OC)c(/C=C/c2[nH]c(=O)[nH]c(=O)c2[N+](=O)[O-])c1	1	4	i	-3.2	0	3	1.4	2.5	8	6
CCOc1c(N2CCCCC2)c(=O)c1=O	-1	-1	i	-0.2	-14	2	-0.7	0.0	-1	0
CCOc1ccc(CN(C)C(C)C(=O)Nc2ccc([N+](=O)[O-])cc2Cl)cc1OC (stereo not drawn)	0	5	i	1.0	-2	-6	-0.1	-0.5	-14	1
Cc1ccc(NS(=O)(=O)c2cc(C(=O)N3CCN(C)CC3)ccc2C)cc1	-2	5	i	0.7	-1	0	-0.1	-0.6	1	2
COc1ccc(S(=O)(=O)N(C(C)=O)c2ccc(OC(C)=O)c3ccccc23)cc1[N+](=O)[O-]	-1	-3	i	0.6	-5	-9	-0.4	2.9	-13	1
CN(Cc1c(C(=O)N/N=C/c2ccccc2O)nnn1-c1nonc1N)C1CCCCC1	8	0	i	0.6	.	59*	-0.1	0.2	3	2
O=C1Nc2ccccc2C1c1ncc(C(F)(F)F)cc1Cl (stereo not drawn)	-3	-3	i	0.8	-10	1	-1.2	2.0	-7	-1
Cc1ccc(CCNC(=O)C2CCN(S(=O)(=O)N3CCC4(CC3)OCCO4)CC2)cc1	9	2	i	-2.8	-5	4	-0.2	-0.7	-6	6
CN(C)C(CNC(=O)c1cccc(OC(F)F)c1)c1ccco1 (stereo not drawn)	5	-3	i	-1.0	-7	-21	-0.2	0.7	-2	-3
CCCc1cc(=O)oc2c(C)c(OS(C)(=O)=O)ccc12	8	-2	i	-0.5	-6	12	0.0	4.4	1	-1
O=C(COc1ccc(S(=O)(=O)N2CCCCC2)cc1Cl)N1CCCC1	2	4	i	1.9	-3	3	0.0	1.1	-3	1
Cc1ccc(NC(=O)Cn2cccc2C2=NC(c3ccccc3)CO2)cc1C (stereo not drawn)	-2	1	i	1.8	3	0	-0.4	43*	6	5
CCN(CC)C(=O)Cn1cc(C(=O)C(=O)NCCCN2CCCCC2)c2ccccc21	-7	-1	i	-0.5	-5	0	0.9	2.7	-8	1
Cc1ccc2nc(SCC(=O)Nc3cc(C(F)(F)F)ccc3N3CCOCC3)[nH]c2c1	-6	2	i	0.2	9	2	-0.2	-0.4	-3	-1
N#CCCN(C(=S)Nc1ccc(S(=O)(=O)N2CCOCC2)cc1)c1ccccc1F	7	1	i	-0.3	13	2	-0.3	2.0	1	6
CCCc1cc(=O)oc2c(C)c(OC(C)C(=O)NCc3ccccn3)ccc12 (stereo not drawn)	-5	0	i	-1.3	-4	0	0.2	1.5	-2	-4
O=c1[nH]nc(-c2cc(-c3ccccc3)nc3ccccc23)o1	2	0	i	-1.1	.	2	-0.2	3.4	-16	1
O=C(Cn1nnc(-c2ccccc2-n2cnnn2)n1)NCc1ccccc1	6	2	i	-0.7	7	1	-0.6	0.5	-5	0
Cc1cc2oc(=O)cc(CN3CCC(C)CC3)c2cc1Cl	2	-2	i	0.5	-1	-1	0.3	-0.9	-7	-1

3 compounds from above, ordered by number of heavy atoms, highest first:
SMILES	NadD block	STEP block	Rpn11 inh	LMPTP inh	Scp1 inh	DNMT1 block	Tb MetRS inh	MsrA inh	SUMO1-SIM PPI	CSN inh
O=C(COC(=O)C1C2CC3OC(=O)C1C3C2)Nc1cccc(Cl)c1 (stereo not drawn)	-3	-3	i	-0.9	-1	-1	0.3	0.7	5	2
Cc1ccccc1CSc1nc2ccccc2c(=O)n1C	-2	1	i	2.9	-8	0	-0.1	-0.2	0	2
CCOC(=O)CN1C(=O)CSc2ccccc21	14	1	i	-0.3	-2	2	-0.4	-0.4	-3	-1

Source: PubChem BioAssay (several laboratories)
